# BoNT-A LC inh2 = inhibitors of Botulinum neurotoxin A light chain protease; multiplex microsphere protease substrate cleavage, flow cytometry; inhibition, % at 10 µM; 360,000 tested, 0.17% active; AID 588499; also: plate controls were buffer without enzyme for full effect and enzyme alone for no effect
# Anthrax LF prot = anthrax lethal factor protease inhibition; P15917; multiplex microsphere protease cleavage assay, LF; inhibition, % at 10 µM; 360,000 tested, 0.12% active; AID 588501; also: plate controls were buffer without enzyme for full effect and enzyme alone for no effect
# PfHsp40 rescue = rescue of PfHsp40-mediated yeast toxicity | 340,000 tested, 0.68% active | growth rescue, % at 12.5 µM | S. cerevisiae expressing PfHsp40, growth rescue, ATP luminescence; in the data active = growth rescue above about 28%, passing the limit was not always enough;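 also: yeast W303a lacking pdr1 and pdr3 grown in galactose medium; growth measured after three days at 30 °C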
# BH1578 lux ind = quorum light induction in luxS cqsA deficient V. cholerae; 350,000 tested, 0.16% active; V. cholerae BH1578 lux reporter, luminescence, 6 h; activation, % at 18.7 µM; in the data active = activation mostly above about 9.7%, no sharp cut-off; also: not every result past the cut was called active; inactives centre near 0; reference of the scale not given here
# 3CLpro inhibitor = SARS-CoV 3CLpro protease inhibition | inhibition, % at 6 µM | recombinant SARS-CoV 3CLpro, quenched FRET peptide cleavage | P0C6X7 | 290,000 tested, 0.14% active; in the data active = inhibition above about 12%
# DUSP3 inh = DUSP3 (human) phosphatase inhibition; P51452; recombinant VHR phosphatase, pNPP absorbance; inhibition, % at 13.3 µM; 290,000 tested, 0.52% active; in the data active = inhibition above about 50%; also: some compounds called inactive have numbers as strong as hits
# PriA SSB inh = blocks PriA binding to SSB C-terminal tail; 430,000 tested, 0.6% active; AlphaScreen SSBct-PriA binding, biotinylated peptide; inhibition, % at 33 µM; AID 1272365; in the data active = inhibition mostly above about 37%, no sharp cut-off; inactive = mostly below about 20%;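 also: plate controls were negative control peptide for no effect and reference peptide for full effect; strong numbers were not always called active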
# CCHF vOTU inh = blocks the CCHF virus ovarian tumor domain protease | CCHFV vOTU protease, Pep-AMC fluorescence | inhibition, % at 11.5 µM | 370,000 tested, 0.55% active | AID 651958; in the data active = inhibition above about 30%; also: 0% = vehicle wells with enzyme and 100% = no enzyme wells
# Yp Topo-I inh = Y. pestis Topo-I inhibition via cleavage products; Y. pestis Topo-I cleavage product accumulation, plate reader; activity, % at 10 µM; 360,000 tested, 0.064% active; AID 504884; in the data active = activity above about 50%, passing the limit was not always enough; also: inactives centre near 2
# TcdB inh = inhibitors of Clostridioides difficile toxin B glycohydrolase; P18177; TcdB glycohydrolase enzymatic assay, plate reader; inhibition, % at 9.99 µM; 350,000 tested, 0.24% active; AID 652162; in the data active = inhibition above about 10%
# * marks the source's active call; other numbers are inactive results; i = inactive; x = no result given; & = joins results of further samples. Rule as the data show it, unless noted: active = inhibition above about 30%; inconclusive = no clear call, values can overlap the other calls; inactive = below that.
SMILES,BoNT-A LC inh2,Anthrax LF prot,PfHsp40 rescue,BH1578 lux ind,3CLpro inhibitor,DUSP3 inh,PriA SSB inh,CCHF vOTU inh,Yp Topo-I inh,TcdB inh
NNC(=O)Cn1nc(Cc2ccccc2)n(N)c1=O,1.7,1,-0.7,i,x,x,8,3,8,7.3
Cc1ccc(CN2CC(N3CCCCC3)CS2(=O)=O)cc1 (stereo not given),-0.2,3,x,x,x,x,x,-3,x,0.5
C/C(=N\NC(=O)c1ccc(OC2CCCC2)cc1)c1ccc(O)cc1,-0.2,-5,-1.3,-0.3,-1,4,x,2,11,1.6
CC(C)Cc1cc(C(=O)Nc2cccc(O)c2)no1,-1.0,-7,-2.5,-0.5,-1,2,3,0,0,2.8
Cc1ccccc1N(CC(=O)NCCSCc1ccco1)S(C)(=O)=O,-0.7,-2,-0.8,i,-3,12,-2,4,10,0.4
Cn1c(SCC(=O)Nc2ccccc2)nnc1-c1ccc(NC(=O)CCc2ccccc2)cc1,-0.1,-3,0.8,1.2,3,16,-5,-12,7,x
CC(C)(C)c1ccc(C(=O)N2CCN(C(=O)C3CCCCC3)CC2)cc1,-1.2,-4,0.3,i,-4,-4,7,21,6,0.3
O=C(COc1ccc(Cl)cc1)NCc1nnc2c3ccccc3c(-c3ccccc3)nn12,-0.1,-1,0.4,-1.0,2,51*,3,-9,26,x
NC(=O)CSc1cn(Cc2ccccc2)c2ccccc12,-0.2,-2,0.0,-0.2,3,-26,17,-13,-1,2.2
O=C(Nc1ccccc1)c1c(F)c(F)c(F)c(F)c1F,-0.5,-1,-0.1,i,-2,27,-16,2,4,0.0
CC(C)CC(NC(=O)C1CCC(C)CC1)C(=O)Nc1ccc2c(c1)OCCO2 (stereo not given),0.2,-7,-0.2,i,-1,13,0,9,16,0.6
COc1cc(N2CCCC2)c(OC)cc1/C=C(/C#N)c1cccc(F)c1,4.6,-10,0.1,i,-3,21,4,x,0,x
COc1ccc(-c2nnc(SC(C)C#N)o2)cc1 (stereo not given),0.6,-1,0.1,i,-5,5,-24,-10,-8,x
COc1ccc(OC(C)C(=O)Nc2ccccc2C(F)(F)F)cc1 (stereo not given),0.3,1,0.2,-0.4,3,-4,-24,-22,-4,0.0
CCCc1nc(SCc2cccnc2)c2c(=O)n(C)c(=O)n(C)c2n1,0.4,-6,13,-1.6,-4,2,-1,-4,7,0.8
CC1CN(CCOc2ccc(Cl)c(Cl)c2)CC(C)O1 (stereo not given),-0.4,-7,0.2,i,-2,10,-13,-14,2,0.8
CCCCn1nc(C(=O)N(CC(C)C)c2c(N)n(CCCC)c(=O)[nH]c2=O)c2ccccc2c1=O,-0.2,2,0.0,0.0,x,x,-13,11,-3,0.2
COc1ccc2nc(NC(=O)CSc3nnnn3C3CCCCC3)sc2c1,-2.0,-5,4.7,-0.3,-3,14,-18,6,11,0.8
CC(C)(Oc1ccc(Cl)cc1)C(=O)Nc1ccncc1,-0.1,-2,0.8,1.5,1,13,-9,6,6,x
Cc1oc2c(c1C(=O)N1CCC(C)CC1)C(=O)c1ccccc1C2=O,x,x,x,x,6,11,-3,32*,x,0.6
COC(=O)Cc1c(O)ccn(CCc2ccc(S(N)(=O)=O)cc2)c1=O,2.7,1,0.0,-0.9,-4,-2,-3,-6,2,-0.1
CC(=O)Nc1ccc(S(=O)(=O)NCCS(=O)(=O)N2CCN(c3ccccc3F)CC2)cc1,2.9,0,1.0,-1.0,-7,-7,-5,9,-8,1.0
O=C1CC2(CCN(C(=O)COc3ccccc3F)CC2)Oc2ccccc21,3.1,6,0.2,-1.4,x,x,-7,-1,18,1.0
COCCNc1nc(N2CCCCC2)c2cnn(C)c2n1,-1.3,5,1.4,i,1,0,-5,16,-8,0.5
COc1cccc(Nc2ccccc2C(=O)O)c1,0.2,-2,1.4,-1.0,1,2,-6,-4,-2,-1.1
CN(/N=C/c1cccc(Br)c1)C1=NS(=O)(=O)c2ccccc21,-2.6,3,x,-0.8,1,-2,x,5,1,0.1
N#Cc1c(-c2ccccc2)cc(-c2ccccc2)nc1Br,-0.8,1,0.3,-0.3,3,4,-9,-11,-10,0.5
CCOc1ncccc1C(=O)NCc1ccc(OC)c(OC)c1,0.3,-1,-0.5,i,3,13,-2,-10,1,x
Cc1cc(N(CCCl)CCCl)ccc1/C=N/NC(=O)c1ccco1,0.3,0,-1.2,i,8,29,x,16,1,x
CCOc1ccc(CC(=NCCO)C2=C(O)CC(C)(C)CC2=O)cc1OCC,-0.4,0,-0.3,-0.2,-1,7,-6,6,3,0.3
CCC(C)(C)C1CCc2[nH]nc(C(=O)NCCNC(=O)OC(C)(C)C)c2C1 (stereo not given),-0.4,-12,0.6,-0.4,x,x,-3,12,9,1.2
COc1ccc(S(=O)(=O)Nc2cc(C)nn2-c2ccccc2)cc1,0.6,-4,-0.3,-3.0,-1,-2,-3,-1,-6,x
N/C(=N\OC(=O)C1CCCCC1)c1cccc(Br)c1,2.5,0,1.0,-14,2,37,x,x,6,x
O=C(O)c1ccc(N=Nc2c(O)[nH]c3cc(Cl)ccc23)cc1,-0.8,-1,0.9,i,1,23,8,-4,0,0.2
S=C(NC1CCCCC1)NN(c1ccccc1)c1ccccc1,-0.9,0,3.1,-0.3,4,0,3,-9,29,-4.9
c1ccc(-n2c(SCc3nc(-c4cccs4)no3)nnc2-c2ccco2)cc1,-0.5,-4,2.6,-7.1,3,-8,87*,5,-9,3.4
CN1C2Cc3c(n(C)c4ccccc34)C1CC=C2CO (stereo not given),-1.1,12,-1.0,0.8,x,x,-1,-1,1,1.3
CC(NC(=O)CCNC(=O)c1ccc(Br)cc1)c1ccc(-n2ccnc2)cc1 (stereo not given),1.3,-1,-2.0,i,x,x,-5,-3,5,1.9
CCC(=O)Nc1ccc(S(=O)(=O)N2CCc3ccccc32)cc1,-2.5,-4,0.1,-0.3,1,-13,-10,0,4,1.9
COc1cc(/C=N/Nc2ccccn2)cc(OC)c1O,0.3,-2,-0.4,0.5,8,20,x,5,2,8.3

# Copied from the listing (12 entries):
SMILES,BoNT-A LC inh2,Anthrax LF prot,PfHsp40 rescue,BH1578 lux ind,3CLpro inhibitor,DUSP3 inh,PriA SSB inh,CCHF vOTU inh,Yp Topo-I inh,TcdB inh
Cn1c(SCC(=O)Nc2ccccc2)nnc1-c1ccc(NC(=O)CCc2ccccc2)cc1,-0.1,-3,0.8,1.2,3,16,-5,-12,7,x
CC(C)(C)c1ccc(C(=O)N2CCN(C(=O)C3CCCCC3)CC2)cc1,-1.2,-4,0.3,i,-4,-4,7,21,6,0.3
O=C(COc1ccc(Cl)cc1)NCc1nnc2c3ccccc3c(-c3ccccc3)nn12,-0.1,-1,0.4,-1.0,2,51*,3,-9,26,x
NC(=O)CSc1cn(Cc2ccccc2)c2ccccc12,-0.2,-2,0.0,-0.2,3,-26,17,-13,-1,2.2
O=C(Nc1ccccc1)c1c(F)c(F)c(F)c(F)c1F,-0.5,-1,-0.1,i,-2,27,-16,2,4,0.0
CC(C)CC(NC(=O)C1CCC(C)CC1)C(=O)Nc1ccc2c(c1)OCCO2 (stereo not given),0.2,-7,-0.2,i,-1,13,0,9,16,0.6
COc1cc(N2CCCC2)c(OC)cc1/C=C(/C#N)c1cccc(F)c1,4.6,-10,0.1,i,-3,21,4,x,0,x
COc1ccc(-c2nnc(SC(C)C#N)o2)cc1 (stereo not given),0.6,-1,0.1,i,-5,5,-24,-10,-8,x
COc1ccc(OC(C)C(=O)Nc2ccccc2C(F)(F)F)cc1 (stereo not given),0.3,1,0.2,-0.4,3,-4,-24,-22,-4,0.0
CCCc1nc(SCc2cccnc2)c2c(=O)n(C)c(=O)n(C)c2n1,0.4,-6,13,-1.6,-4,2,-1,-4,7,0.8
CC1CN(CCOc2ccc(Cl)c(Cl)c2)CC(C)O1 (stereo not given),-0.4,-7,0.2,i,-2,10,-13,-14,2,0.8
CCCCn1nc(C(=O)N(CC(C)C)c2c(N)n(CCCC)c(=O)[nH]c2=O)c2ccccc2c1=O,-0.2,2,0.0,0.0,x,x,-13,11,-3,0.2

# More results.
SMILES,BoNT-A LC inh2,Anthrax LF prot,PfHsp40 rescue,BH1578 lux ind,3CLpro inhibitor,DUSP3 inh,PriA SSB inh,CCHF vOTU inh,Yp Topo-I inh,TcdB inh
CCOC(=O)CCNC(=O)N1CCCC(Cc2ccccc2)(C(=O)OCC)C1 (stereo not given),1.8,-11,-0.4,-1.6,-1,9,-20,-6,40,1.4
CN(Nc1cccc(Cl)c1)c1cccc(Cl)c1,-1.0,-6,1.2,i,x,x,-8,23,-8,-0.6
O=C(CSc1nnc2c(Cl)cc(Cl)cn12)N1CCOCC1,0.6,-1,0.4,-0.5,-1,10,-21,x,-4,0.2
Cc1ccc(NC(=O)/C(C#N)=C/c2cn(CC(=O)NCc3ccco3)c3ccccc23)cc1C,-0.5,-6,-0.9,i,5,0,-13,-10,32,0.4
O=P(OC1CCCCC1)(OC1CCCCC1)C(O)c1ccccc1 (stereo not given),0.7,-2,-1.1,-0.3,1,16,0,5,27,x
O=C(c1ccc(-n2cncn2)c([N+](=O)[O-])c1)N1CCN(S(=O)(=O)c2ccc(Cl)cc2)CC1,1.4,0,1.0,x,1,19,24,-3,-8,1.1
Nc1nc(SCC(=O)c2cc(F)ccc2F)n[nH]1,0.3,1,-0.4,i,6,5,-11,-11,2,1.5
Cc1ccc(CNC(=O)CN(C(=O)N2CCN(C)CC2)S(=O)(=O)c2ccc(C)cc2)cc1,x,x,-0.2,-0.1,x,x,-12,-3,3,0.5
Clc1cc(Sc2ccc(Br)cc2)nnc1-c1ccccc1,-1.7,-10,0.0,-0.5,2,12,-21,12,14,x
O=C(CSc1ccccc1C(=O)NCc1ccccc1)NC12CC3CC(CC(C3)C1)C2,-0.4,3,2.8,i,1,33,-1,-11,-3,x
CCCC(=O)OC(C(=O)Nc1cc(C(F)(F)F)ccc1Cl)c1ccccc1 (stereo not given),-0.4,-5,0.0,-0.4,-2,0,-47,3,38,0.3
CCOC(=O)c1sc2nc(C3CC3)cc(-c3ccc(OC)cc3)c2c1N,-0.5,-6,0.1,i,-1,18,-13,2,-10,x
COc1ccc(S(=O)(=O)N2CCC(C)CC2)cc1N(C)S(=O)(=O)c1ccccc1,-1.8,-2,-0.7,i,2,6,11,3,-1,-0.1
O=C(CN1C(=O)NC2(CCOc3ccccc32)C1=O)NCc1ccc(F)cc1 (stereo not given),-0.2,0,-0.2,-2.0,x,x,-12,0,-4,-3.0
CCOC(=O)c1ccc(NC(=O)CC2C(=O)N(c3ccc(F)cc3)C(=O)N2CCC(C)C)cc1 (stereo not given),-1.6,-3,1.6,-2.8,3,19,4,18,-7,x
C=CCn1c(SCc2ccc3c(c2)OCO3)nc2scc(-c3ccco3)c2c1=O,0.1,-6,-2.1,-1.2,-1,27,-1&-13,4,4,x
COC(=O)c1cccc(N2C(=O)C(Cl)=C(N3CCOCC3)C2=O)c1,1.3,4,8.1,-0.3,1,3,-6,4,7,x

# Source: PubChem BioAssay (several laboratories)

# The list is partial. The share of hits here may be higher or lower than overall.
